D1 antag = antagonists of human D1 dopamine receptor. P21728. HEK293 TREx D1 cells, calcium flux, dopamine EC80; active compounds read low. activity change, negative = inhibition, % at 10 µM. 3.2% of 360,000 active. AID 504652; in the data active means activity change below about -30%; further: on the % scale 0 is the no-effect control and ±100 the full control effect
Target sequence (P21728 whole entry, looked up): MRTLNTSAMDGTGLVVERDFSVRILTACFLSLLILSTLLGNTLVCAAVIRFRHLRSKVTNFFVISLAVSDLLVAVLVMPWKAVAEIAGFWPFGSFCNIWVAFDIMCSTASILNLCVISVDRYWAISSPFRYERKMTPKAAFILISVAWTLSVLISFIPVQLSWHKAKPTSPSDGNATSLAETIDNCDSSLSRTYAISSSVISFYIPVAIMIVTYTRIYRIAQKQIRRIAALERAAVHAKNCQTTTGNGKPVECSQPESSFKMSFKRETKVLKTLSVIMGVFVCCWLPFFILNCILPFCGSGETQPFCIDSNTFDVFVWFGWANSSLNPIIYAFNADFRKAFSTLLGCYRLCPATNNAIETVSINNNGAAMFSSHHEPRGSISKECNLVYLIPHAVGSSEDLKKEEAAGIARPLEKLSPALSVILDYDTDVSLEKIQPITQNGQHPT
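Calcium flux readout: force-coupled, inducible Hek293 Trex D1 line, cells induced overnight at 30 C with tetracycline, dye-loaded 30–90 min at RT. Antagonism scored against EC80 dopamine challenge given 180 s after compound.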
RXFP1 ag = agonists of human relaxin receptor RXFP1 | Q9HBX9 | AID 2676 | Potency, µM (highest dose often 57.5 µM), for inactives: top-dose activation, actives largely listed as activators | HEK293T-RXFP1 cAMP TR-FRET, 30 min; response scale: percent of porcine relaxin response, buffer zero | 0.3% of 370,000 active; further: potency means the concentration at half of the fitted maximal effect; on the % scale 0 is the no-effect control and ±100 the full control effect; nearly all actives have a fitted effect of over 60% in size; many of its hits are not listed in these tables
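cAMP rise read by TR-FRET after 30 min, 37C compound exposure (up to 58 uM) in RXFP1-transfected HEK293 cells with Ro 20174 present. EC50 from Hill-equation fits, with 29 nM porcine relaxin as 100% and buffer as basal.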
Glioma ERSR ind = induces the endoplasmic reticulum stress response in human glioma cells; U87-MG GRP78 promoter luciferase reporter, 16 h; Potency, µM, for the others: top-dose activation, hits mostly activators; 0.02% of 420,000 active; AID 602332; further: potency means the concentration at half of the fitted maximal effect; series mostly up to about 76 µM; % of control where 0% means no effect; nearly all actives have a fitted effect of over 35% in size
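Stably transfected U87-MG human glioma cells carrying a GRP78-based luminescent sensor were seeded at 1000 cells/well, pin-dosed with compounds and incubated 16 h. Luciferase reagent was then added, and end-point luminescence was read after 10 min at room temperature.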
D1 ag = activates the human D1 dopamine receptor. P21728. HEK293 T-REx D1 cells, calcium flux, agonist mode. activation, % at 2 µM. 1% of 360,000 active. AID 504660; in the data active means activation above about 30%; further: 0% is about no effect
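Tetracycline-induced HEK293 TREx D1 cells, force-coupled to calcium signalling, were dye-loaded with a no-wash calcium kit. Compound was pin-added after a 10 s baseline. Fluorescence was read kinetically at 1 cycle/s for 180 s, with calcium rises flagged as agonism.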
D1 PAM = enhances dopamine response at the human D1 receptor; P21728; HEK293 TREx D1 cells, calcium flux, dopamine EC20 potentiation; potentiation, % at 10 µM; 0.036% of 360,000 active; AID 504651; in the data active means potentiation above about 30%; further: 0% is about no effect
Vif-A3G inh = inhibitors of Vif-APOBEC3G interaction; Q9HC16; HeLa A3G-eYFP + Vif (tagged APOBEC3G with the HIV-1 protein that degrades it), YFP fluorescence, overnight; Potency, µM (top dose mostly 46.1 µM), for the others: at the highest dose activity, negative = active, hits mostly inhibitors; 0.076% of 410,000 active;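 further: potency means the concentration at half of the fitted maximal effect; on the % scale 0 is the no-effect control and ±100 the full control effect; nearly all actives have a fitted effect of over 60% in size; hits raise eYFP signal because A3G escapes Vif-driven loss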
Target sequence (Q9HC16 whole entry, looked up): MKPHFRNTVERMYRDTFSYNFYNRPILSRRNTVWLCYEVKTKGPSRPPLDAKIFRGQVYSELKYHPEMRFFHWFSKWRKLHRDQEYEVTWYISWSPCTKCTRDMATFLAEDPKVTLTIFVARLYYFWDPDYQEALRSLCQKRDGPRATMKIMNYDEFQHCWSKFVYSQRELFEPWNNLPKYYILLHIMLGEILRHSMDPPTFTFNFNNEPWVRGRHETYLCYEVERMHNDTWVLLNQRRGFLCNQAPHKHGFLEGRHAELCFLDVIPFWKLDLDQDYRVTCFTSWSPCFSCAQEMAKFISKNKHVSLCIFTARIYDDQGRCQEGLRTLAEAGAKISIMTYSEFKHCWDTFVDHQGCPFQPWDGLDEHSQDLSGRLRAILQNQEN
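Read-out is eYFP fluorescence (Ex 488/Em 500-530) from Vif-expressing HeLa A3G-eYFP cells; more signal means A3G escaped Vif-mediated degradation. Cells plated overnight, compound pinned in, incubated overnight at 37 deg C.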
D2 PAM = positive allosteric modulators of human D2 dopamine receptor; HEK293 T-REx D2, calcium flux, EC20 dopamine potentiation; potentiation, % at 10 µM; 0.34% of 340,000 active; AID 485347;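 active means potentiation over 3 SD above the plate norm, cut at about 30% in these data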; further: 0% is about no effect
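Potentiation of an EC20 dopamine calcium response is measured in a force-coupled, tetracycline-inducible Hek293 Trex D2 line. Compound-only kinetic reads over 180 s flag agonists before dopamine addition.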
LDHA inh = blocks human lactate dehydrogenase A; P00338; purified LDHA, NADH/diaphorase-resazurin fluorescence; active compounds read low; activity change, % (values are at about 110 or 230 µM); 0.15% of 480,000 active; AID 1347041; in the data active means activity change below about -30%; inconclusive means mostly about -25% to -30%;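 further: plate controls were DMSO wells for no effect and wells without enzyme for full effect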
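Enzyme activity of human lactate dehydrogenase 5 (2 nM; 0.06 mM NADH, 0.2 mM pyruvate, 5 min, RT) is measured via a resazurin/diaphorase fluorescence readout of residual NADH.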
Vif-A3F inh = blocks the Vif interaction with APOBEC3F; HeLa A3F-eYFP + Vif (tagged APOBEC3F with the HIV-1 protein that degrades it), YFP fluorescence increase; Potency, µM (series often up to 46.1 µM), for the others: at the highest dose activity, negative = active; 0.2% of 390,000 active; AID 602313; further: potency means the concentration at half of the fitted maximal effect; % of control where 0% means no effect; nearly all actives have a fitted effect of over 65% in size
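HeLa cells stably expressing Vif plus C-terminally eYFP-tagged A3F were seeded, incubated overnight at 37 deg C, dosed with compound, incubated overnight again at 37 deg C. Yellow fluorescence (Ex 488/Em 500-530) reported blocked Vif-mediated A3F-eYFP degradation.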
The depositor's hits bear a star; ? = inconclusive; / = no result given. Unless noted, the call rests on the fitted dose curve; in most records, active means well fitted curve in the direction sought with a large enough effect; inconclusive means small, poorly fitted or top-dose-only effect, or another doubt; inactive means no such curve, though single readings can be large; an effect the other way counts as inactive or inconclusive. The list is partial, so the mix of outcomes need not match the whole.

SMILES	D1 antag	RXFP1 ag	Glioma ERSR ind	D1 ag	D1 PAM	Vif-A3G inh	D2 PAM	LDHA inh	Vif-A3F inh
CCN(CC)c1ccc(-c2nn3c(-c4cccnc4)nnc3s2)cc1	-11.9	9.5%	-2.8%	2.3	-1.4	?	15.5	-13.5	-0.1%
CCOC(=O)C1CCCCN1C(=O)CCn1nnnc1CN1CCOCC1 (centres undefined)	-3.6	-5.7%	-6.9%	0.6	-7.8	-3.4%	-6.6	0.8	6.7%
COc1ccc(-c2cc3c(=O)n(CC(=O)NCCCN4CCC(Cc5ccccc5)CC4)ncn3n2)cc1	2.2	0.6%	-4.9%	10.1	-5.5	-0.8%	-26.3	2.7	0.7%
O=C1CCCN1CN(C(=O)c1ccccc1)c1ccccc1	-13.1	-0.4%	-3.2%	1.6	-0.1	-2.7%	-7.6	-6.9	6.9%
COc1nccnc1NS(=O)(=O)c1ccc(NC(=S)NC(=O)c2cccc(F)c2)cc1	3.2	3.3%	-1.7%	0.4	-3.4	-0.2%	1.7	-11.0	-6.9%
COc1ccc(NC(=O)CCCSc2nc(-c3ccco3)cc(C(F)(F)F)n2)c(OC)c1	-4.2	5.3%	-1.9%	2.3	-5.3	-2.0%	-1.4	-3.1	3.0%
Cc1ccc(OC(=O)c2cccc(C(=O)Oc3ccc(C)cn3)n2)nc1	-0.4	0.3%	/	2.4	1.1	/	-2.6	/	/
N#CCC(=O)Nc1ccc(C(=O)OCC(=O)Nc2sc3c(c2C#N)CCCC3)cc1	-19.6	-1.5%	-2.2%	5.5	-0.5	-7.6%	7.4	-4.5	-20.6%
O=C(N/N=C/c1c(F)cccc1Cl)c1ccc(Cn2cc(Br)cn2)o1	-10.7	3.1%	-1.2%	10.4	1.0	-4.8%	-7.0	-8.3	1.0%
CC(=O)Nc1ccccc1C(=O)C(=O)Nc1ccccc1	5.8	1.3%	0.4%	-1.1	-3.5	0.1%	14.1	-11.3	0.5%
O=C(NCC(c1ccco1)N1CCc2ccccc21)c1cccc([N+](=O)[O-])c1 (centres undefined)	8.9	0.2%	-1.6%	0.9	-11.8	-3.1%	13.5	-0.1	-1.3%
CCN(CC)c1ccc2cc(-c3nnc(-c4ccncc4)o3)c(=O)oc2c1	-17.7	0.2%	-4.6%	199.3*	-8.7	1.6%	/	-0.5	-417.7%
Cc1ccc(-c2nc3c(c(=O)c4ccccc4n3C)c(=O)n2-c2ccc(F)cc2)cc1	4.2	?	-1.2%	2.2	1.9	-0.1%	1.5	-1.9	-2.6%
CCCOc1ccc(C(=O)Nc2cccc(NC(=O)c3ccc(Cl)cc3Cl)c2)cc1	3.8	3.7%	-4.3%	1.0	3.0	12.6µM*	-0.5	-6.3	?
COc1ccc(N(C(=O)/C=C/c2ccccc2)C2=CC3CCC(C2)N3C)cc1 (centres undefined)	8.5	-2.0%	-0.6%	15.6	-9.7	0.3%	-3.5	-3.5	1.5%
O=C(CNC(=O)c1cccc(F)c1)N/N=C/c1ccc(O)c([N+](=O)[O-])c1	-4.6	-3.3%	-1.6%	-0.4	-6.4	1.6%	-4.8	-10.1	?
CS(=O)(=O)N1CCN(c2ccc(NC(=O)c3ccc([N+](=O)[O-])o3)cc2)CC1	-11.7	3.3%	-12.3%	0.9	5.5	8.3%	/	0.6	0.6%
CCCN(CCC)C(=O)Cn1c(=O)n(-c2cccc(C(F)(F)F)c2)c(=O)c2c(C)c(C)sc21	-8.9	1.3%	/	2.5	5.5	/	14.7	-0.2	/
CC(C)N(Cc1ccccc1)C(=O)COC(=O)C1CCN(c2ccc(C(F)(F)F)cn2)CC1	-11.6	2.1%	-3.7%	13.3	-8.2	-6.6%	-11.1	1.3	-3.4%
COC(=O)C1=CN(CC2CCCO2)C=C(C(=O)OC)C1c1ccsc1 (centres undefined)	2.6	2.8%	-8.2%	0.8	-2.8	0.2%	2.7	-0.5	0.8%
Cc1ccc(CN2CCc3c(OCC(=O)Nc4cc(C)ccc4C)cccc3C2=O)cc1	6.9	0.8%	/	3.8	1.4	/	-11.6	/	/
CCn1cc([N+](=O)[O-])c(C(=O)N2N=C(c3ccc(O)c(OC)c3)CC2c2ccccc2O)n1 (centres undefined)	-24.5	-0.1%	0.2%	5.4	-0.8	-3.0%	5.7	-3.4	-2.7%
COCc1cc(C)nc(OCC(=O)N/N=C/c2ccc(-c3cc([N+](=O)[O-])ccc3Cl)o2)c1C#N	7.9	3.2%	-0.9%	0.5	-1.1	0.0%	/	-2.7	-9.3%
CCOC(=O)c1c(NC(=O)c2cccs2)sc2c1CCCC2	4.7	0.0%	-3.4%	0.1	-0.1	-7.8%	2.6	-3.7	5.0%
COc1ccc(CCC(=O)NC(C)C2CCCO2)cc1 (centres undefined)	-25.1	-0.4%	-2.0%	1.9	-0.5	-0.6%	7.4	-2.3	-1.2%
CCc1ccc(C(=O)CN2C(=O)NC3(CCCCCC3)C2=O)cc1	-2.1	-1.8%	4.7%	-0.7	-5.1	-1.2%	-0.9	1.9	-11.6%
Cc1ccc([C@H]2C[C@@H](n3cc(-c4ccc(F)cc4)nn3)[C@H](O)CN2C(=O)C2CCCCC2)cc1	/	/	-2.1%	/	/	-19.7%	/	-9.5	-7.1%
O=C(CN1C(=O)S/C(=C\C=C\c2ccccc2)C1=O)Nc1ccc(C(=O)O)cc1	-0.3	-0.6%	4.6%	7.6	-4.5	-13.8%	-3.5	-6.3	-0.1%
O=c1c2c(nc3cc(-c4ccccc4)[nH]n13)CCS2	5.1	0.3%	0.7%	1.9	0.7	-0.6%	-6.5	-0.2	-1.7%
CCCCC(C)n1[nH]c(=O)cc1N (centres undefined)	-11.6	-0.5%	-2.8%	2.5	-5.3	0.3%	-5.6	-7.0	?
CCOc1ccc(OCC)c(NC(=O)CN2CCN(c3cccc(C)c3C)CC2)c1	-16.1	0.7%	-1.1%	-0.4	-7.7	-0.5%	-0.8	-20.0	1.9%
C[C@@H]1C(=O)O[C@H]2[C@H](O)[C@@]34[C@H]5C[C@@H](C(C)(C)C)[C@]36[C@@H](OC(=O)[C@@H]6O)O[C@@]4(C(=O)O5)[C@@]12O	2.0	2.0%	-1.2%	1.6	-5.8	0.4%	/	-8.5	4.6%
O=[N+]([O-])c1ccc(Cl)c(S(=O)(=O)Nc2cccc(-c3ccc(N4CCOCC4)nn3)c2)c1	-1.6	2.9%	-0.5%	3.6	1.9	-13.6%	-5.4	-0.5	-4.8%
COc1cc2c(cc1OC)C(C)N(C(=O)c1ccc(Br)o1)CC2 (centres undefined)	1.5	2.0%	-2.9%	-0.7	1.4	?	13.8	-11.5	-6.3%
N#Cc1c(Nc2ccccc2)[n+]([O-])c2ccc(Cl)cc2[n+]1[O-]	/	/	-2.5%	/	/	?	/	20.3	?
COC(=O)c1cccc(C(=O)N2CCCC(Nc3ccc(C)c(C)c3)C2)c1 (centres undefined)	12.5	-0.7%	-2.2%	0.7	4.8	-1.4%	4.2	2.0	-2.3%
COc1ccc(OC)c(NC2=NC3(CCCC3)N=C(N)N2)c1	-56.8*	1.1%	-6.8%	6.5	-22.9	-15.0%	-16.5	0.9	2.1%
Cc1nnc(NC(=O)c2oc3ccccc3c2C)s1	-3.1	0.5%	-1.0%	0.7	4.0	-9.6%	9.5	-7.9	-3.0%
CCN1C[C@@H]2[C@@H]3C(=O)N(C)C(=O)[C@@H]3[C@](CC)(C1=O)N2C(=O)c1ccc(F)cc1	/	/	-0.1%	/	/	2.9%	/	-0.3	2.7%
CN(CCC#N)C(=O)c1ccc(CNS(=O)(=O)c2ccc(F)cc2)cc1	-11.1	-2.5%	0.0%	2.4	2.4	-0.3%	-4.6	-5.5	-4.2%
Nc1nnc(Cc2ccc(Cl)cc2)s1	2.8	0.7%	-3.8%	0.8	-4.7	0.0%	4.4	-2.6	-7.9%
Cn1c(=O)c2c(SCC(=O)N3CCN(c4ccccc4)CC3)nc(C3CC3)nc2n(C)c1=O	-11.5	2.5%	-4.9%	-1.1	0.3	-5.6%	2.8	-6.2	-9.4%
CSc1ccc(CCNC(=O)c2ccc3c(Cl)c4c(nc3c2)CCCC4)cc1	-1.3	-0.1%	-2.9%	3.5	2.4	4.7%	2.9	-12.4	0.5%
CC(C)(C)OC(=O)N1CCC(c2c(C(=O)N3CCN(Cc4ccccc4)CC3)cnn2-c2ccc(Cl)cc2)CC1	-0.2	-1.7%	-2.4%	0.7	-4.8	0.7%	-1.2	-5.0	7.2%
CCOc1ccccc1NC(=O)Cn1c(=O)n(CCCCC(=O)NCCCOC)c(=O)c2ccccc21	5.6	3.1%	-4.0%	-1.9	-0.8	6.4%	16.6	-2.1	-1.0%

Screening data (PubChem BioAssay)
